L3MBTL1 inh: inhibitors of human L3MBTL1; Q9Y468; AlphaScreen L3MBTL1–H3K9me1 peptide binding; 230,000 compounds, 0.66% hits; Potency, µM (doses to about 57.1 µM), inactives show at the top dose activity, negative = inhibition, actives largely listed as inhibitors; AID 485360; further: potency means the concentration at half of the fitted maximal effect; on the % scale 0 is the no-effect control and ±100 the full control effect; nearly all actives have a fitted effect of over 60% in size
Target sequence (Q9Y468 whole entry, looked up): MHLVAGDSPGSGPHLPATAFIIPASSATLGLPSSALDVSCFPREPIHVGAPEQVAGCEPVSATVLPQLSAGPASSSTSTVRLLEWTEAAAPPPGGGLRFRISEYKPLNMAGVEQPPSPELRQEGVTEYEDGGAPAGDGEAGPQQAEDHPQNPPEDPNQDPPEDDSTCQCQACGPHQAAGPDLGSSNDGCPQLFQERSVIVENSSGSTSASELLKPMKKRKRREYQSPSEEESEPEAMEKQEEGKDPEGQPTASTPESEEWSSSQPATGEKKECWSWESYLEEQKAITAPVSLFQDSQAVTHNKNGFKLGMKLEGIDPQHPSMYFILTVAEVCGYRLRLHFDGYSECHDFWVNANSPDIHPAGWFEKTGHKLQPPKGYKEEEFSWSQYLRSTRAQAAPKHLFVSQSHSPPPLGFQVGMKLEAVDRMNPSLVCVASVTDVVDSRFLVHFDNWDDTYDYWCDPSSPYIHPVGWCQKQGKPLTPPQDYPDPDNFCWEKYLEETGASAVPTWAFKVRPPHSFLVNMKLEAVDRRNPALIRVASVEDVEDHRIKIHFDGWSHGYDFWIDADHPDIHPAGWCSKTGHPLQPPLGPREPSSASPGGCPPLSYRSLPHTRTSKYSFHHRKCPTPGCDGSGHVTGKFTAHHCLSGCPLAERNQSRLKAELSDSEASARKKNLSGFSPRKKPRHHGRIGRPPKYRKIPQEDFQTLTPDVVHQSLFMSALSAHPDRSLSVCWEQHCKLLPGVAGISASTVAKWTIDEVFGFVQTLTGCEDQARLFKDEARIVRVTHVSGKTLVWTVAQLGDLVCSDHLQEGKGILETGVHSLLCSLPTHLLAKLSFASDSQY
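L3MBTL1 (50 nM) pre-complexed 30 min with biotinylated H3(1-15)K9me1 peptide (75 nM), then compounds added for 30 min at room temperature; AlphaScreen streptavidin donor/nickel chelate acceptor beads (10 ug/mL final) read after 30 min dark incubation.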
Luc counter: Kinase-Glo luciferase inhibition (counter-screen) | Kinase-Glo luciferase, ATP luminescence, 8 min | Potency, µM (doses to about 38.3 µM), for the others: top-dose activity change, negative = inhibition, usual class: inhibitors | Q27757 | 200,000 compounds, 0.28% hits; further: potency means the concentration at half of the fitted maximal effect; on the % scale 0 is the no-effect control and ±100 the full control effect; nearly all actives have a fitted effect of over 60% in size
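Substrate mix (final 50 mM imidazole pH 7.2, 50 mM KCl, 7 mM MgCl2, 10 uM ATP, 0.01% Tween 20, 0.05% BSA) plus pin-tool compound, then Kinase-Glo detection mix; 8 min ambient, luminescence read.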
NPSR antagonist: blocks cAMP signaling of the human neuropeptide S receptor; CHO-NPSR cells, cAMP TR-FRET, antagonist mode; Potency, µM (titrated, usually from 38.3 µM), for the others: at the highest dose activity change, negative = inhibition, usual class: inhibitors; 220,000 compounds, 1% hits; AID 1461; further: potency means the concentration at half of the fitted maximal effect; on the % scale 0 is the no-effect control and ±100 the full control effect; nearly all actives have a fitted effect of over 50% in size; many of its hits are not listed in these tables
HttQ103 aggreg: inhibitors of mutant huntingtin aggregate formation in PC12 cells | PC12 HttQ103-GFP aggregates, Acumen cytometry, 40 h | Potency, µM (titrated, usually from 46.1 µM), without a hit: at the top dose activity change, negative = inhibition, actives largely listed as inhibitors | 220,000 compounds, 1.1% hits; further: potency means the concentration at half of the fitted maximal effect; on the % scale 0 is the no-effect control and ±100 the full control effect; nearly all actives have a fitted effect of over 60% in size
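Aggregates are detected as GFP objects 1–25 µm with signal 6 STDEV over background in lysates of induced PC12 cells. These carry Huntingtin exon 1 with 103 glutamines fused to GFP under an ecdysone promoter; compounds titrated.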
CBFb RUNX1 block: CBF-beta/RUNX1 interaction disruption; Q01196+Q13951; AlphaScreen CBFb-His/RUNX1-biotin binding, biochemical; Potency, µM (highest dose often 59.8 µM), without a hit: at the top dose activity, negative = inhibition, hits mostly inhibitors; 230,000 tested, under 10 active; AID 1477; further: % of control where 0% means no effect
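AlphaScreen binding: CBFb-His and RUNX1-biotin (30 nM each) preincubated 20 min, compound added for 15 min, then nickel and streptavidin beads for 90 min, all at room temperature. Disruption of the interaction by any mechanism counts as activity.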
IMPase Li inh: cell-permeable IMPase inhibitors with lithium potentiation; CHO-M1 cells, IP1 TR-FRET (IP-One), carbachol + lithium; Potency, µM (top dose mostly 59.4 µM), for the others: at the highest dose activity, negative = IMPase inhibition, actives largely listed as inhibitors; 210,000 compounds, 0.35% hits;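 further: IP1 builds up when IMPase is blocked and the TR-FRET signal falls; potency means the concentration at half of the fitted maximal effect; plate controls were basal vehicle for no effect and high inhibitor control for full effect; nearly all actives have a fitted effect of over 50% in size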
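CHO cells stably expressing M1 receptor (2000/well) were cultured 16–30 h, then exposed to compounds with a small lithium addition for 30 min at 37C. IP1 was measured by TR-FRET competition; AC50 from Hill fits.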
Epigenetic reg: derepresses silenced GFP reporter in murine cells; murine LDR cells, GFP reporter derepression, 30 h; Potency, µM (highest dose often 53.9 µM), without a hit: at the highest dose GFP activation, hits mostly activators; 280,000 compounds, 0.2% hits; further: potency means the concentration at half of the fitted maximal effect; % of control where 0% means no effect; nearly all actives have a fitted effect of over 60% in size
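Murine LDR cells bearing a silenced CMV-driven GFP reporter were exposed to compound for 30 h at 37 C. After PBS washes, GFP-positive cells (20-120 um objects) counted by laser-scanning microplate cytometry.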
An asterisk follows results filed as active; u = inconclusive; x = no result given; [ ] = dose if it differs, or a comment. The call rests on the fitted dose curve; in most records, active means well fitted curve in the direction sought with a large enough effect; inconclusive means small, poorly fitted or top-dose-only effect, or another doubt; inactive means no such curve, though single readings can be large; an effect the other way counts as inactive or inconclusive. Only part of the results is shown; count on the stated rates, not on these rows.

Results follow in this order: L3MBTL1 inh | Luc counter | NPSR antagonist | HttQ103 aggreg | CBFb RUNX1 block | IMPase Li inh | Epigenetic reg
(1) Cc1ccc(NCc2nnc(SCC(=O)Nc3cccc(O)c3)n2CC2CCCO2)c(C)c1 (stereo unspecified)
→ -13% | -1% | 0%[46.1 µM] | 14% | -1% | 7%[38.3 µM] | 0.7%
(2) CCc1nc(N2CCOCC2)c(C#N)c2c1CCCC2
→ -23%[11.4 µM] | 1% | -5%[46.1 µM] | -25% | 8% | 12%[38.3 µM] | 0.0%
(3) O=C(Nc1nc2cc3c(cc2s1)OCCO3)c1cccs1
→ 15% | x | -21% | 27%[9.22 µM] | 15% | x | 2.0%
(4) CC1(C)N=C(N)NC(Nc2ccccc2Cl)=N1
→ 11% | -1% | 13% | 32% | 10% | 6% | 3.4%
(5) CC(C)(C)OC(=O)N[C@@H](Cc1ccccc1)c1nnc(S(=O)(=O)Cc2cccc(F)c2)o1
→ -6% | 6% | u | u | 5% | 2%[38.3 µM] | -2.9%
(6) O=c1cc(C(F)(F)F)[nH]c2ccc(OC(F)(F)F)cc12
→ -6% | x | 3%[7.67 µM] | -5%[9.22 µM] | 18% | x | -1.4%
(7) COn1c(-c2ccc(Cl)cc2)nc2ccc(Cl)cc21
→ 12% | -2% | -24%[46.1 µM] | -24% | 10% | 10%[38.3 µM] | -1.2%
(8) O=C(NC(=S)N1CCN(Cc2ccccc2)CC1)c1ccco1
→ -1% | -1% | -26% | -2% | 5% | -2% | 0.0%
(9) O=C(COC(=O)c1cccnc1Cl)NCc1ccc2c(c1)OCO2
→ -3% | x | 3%[46.1 µM] | 1% | -2% | x | -0.9%
(10) CC(=O)N(Cc1cc2c(C)cc(C)cc2[nH]c1=O)C1CCCCC1
→ -5% | -6% | -10%[46.1 µM] | -18% | 6% | -26%[38.3 µM] | -1.6%
(11) N/C(=N\OC(=O)CSc1ccccc1)c1cccc([N+](=O)[O-])c1
→ -7% | 0% | 8% | -3% | -10% | -8% | 0.0%
(12) CCOC(=O)c1cnn(-c2nc(-c3ccccc3)nc3c2COC(C)(C)C3)c1N
→ -1% | -2% | -15%[46.1 µM] | 1%[9.22 µM] | -1% | 5%[38.3 µM] | 6.3%
(13) CCOc1ccc(N2C(=O)/C(=C\c3ccc(OC)c(O)c3)S(=O)(=O)C2c2cccc([N+](=O)[O-])c2)cc1 (stereo unspecified)
→ x | 1% | -12% | 0% | -5% | 0% | 1.8%
(14) Cc1cc(=O)oc2cc(OCC(=O)NCC3CCCO3)ccc12 (stereo unspecified)
→ -2% | 4% | -7% | 14% | 8% | 3% | -1.3%
(15) COc1ccc(NCC(=O)n2c(C)c(C)c3ccccc32)cc1
→ x | x | 0% | -2% | -10% | 3% | 1.3%

Brought forward from above: 6 compounds; new compounds follow.
Results follow in this order: L3MBTL1 inh | Luc counter | NPSR antagonist | HttQ103 aggreg | CBFb RUNX1 block | IMPase Li inh | Epigenetic reg
(10) CC(=O)N(Cc1cc2c(C)cc(C)cc2[nH]c1=O)C1CCCCC1
→ -5% | -6% | -10%[46.1 µM] | -18% | 6% | -26%[38.3 µM] | -1.6%
(11) N/C(=N\OC(=O)CSc1ccccc1)c1cccc([N+](=O)[O-])c1
→ -7% | 0% | 8% | -3% | -10% | -8% | 0.0%
(12) CCOC(=O)c1cnn(-c2nc(-c3ccccc3)nc3c2COC(C)(C)C3)c1N
→ -1% | -2% | -15%[46.1 µM] | 1%[9.22 µM] | -1% | 5%[38.3 µM] | 6.3%
(13) CCOc1ccc(N2C(=O)/C(=C\c3ccc(OC)c(O)c3)S(=O)(=O)C2c2cccc([N+](=O)[O-])c2)cc1 (stereo unspecified)
→ x | 1% | -12% | 0% | -5% | 0% | 1.8%
(14) Cc1cc(=O)oc2cc(OCC(=O)NCC3CCCO3)ccc12 (stereo unspecified)
→ -2% | 4% | -7% | 14% | 8% | 3% | -1.3%
(15) COc1ccc(NCC(=O)n2c(C)c(C)c3ccccc32)cc1
→ x | x | 0% | -2% | -10% | 3% | 1.3%
(16) COCCNS(=O)(=O)c1ccc2c(c1)oc(=O)c1cc(S(=O)(=O)NCCOC)ccc12
→ 3% | 2% | -8%[46.1 µM] | u | 15% | 13%[38.3 µM] | 0.0%
(17) C=C1C(=O)[C@@]23[C@H](O)C[C@@H]4C(C)(C)CC[C@H](O)[C@@]4(C)[C@@H]2CC[C@@H]1[C@H]3O
→ 7% | -1% | -11% | 2.8µM* | 11% | 3% | 1.1%
(18) COC(=O)[C@@]1(Cc2ccc(OC)cc2)[C@H]2c3cc(C(=O)N4CCCC4)n(Cc4c(CO)[nH]cc(C)c4=O)c3C[C@H]2CN1C(=O)c1ccccc1
→ x | -3% | x | x | 0% | 2% | 2.8%
(19) CC(C)c1cc(Nc2cccc(O)c2)cc(C(C)C)c1O
→ -6% | -8% | -9%[46.1 µM] | 7% | -8% | 2%[38.3 µM] | 2.2%
(20) Cc1c(Br)c(C(=O)NCc2cc3cc(Cl)ccc3[nH]2)nn1C
→ -6% | 10% | -18% | -17% | 23% | -7% | 0.0%
(21) COc1ccc(CCNC(=O)c2cccnc2SC)cc1
→ 8% | 0% | 1% | 6% | 1% | 1% | -0.4%
(22) COc1ccc(CC(=O)Nc2ccc(S(=O)(=O)N(C)C)cc2)cc1OC
→ 2% | 2% | -1%[46.1 µM] | -6% | -5% | -13%[38.3 µM] | -2.0%
(23) COc1ccc(C(=O)Nc2ccc3oc(-c4cccc(F)c4)nc3c2)cc1OC
→ x | 0% | -4%[46.1 µM] | -3% | 1% | u | 4.4%
(24) CCOC(=O)C1=C(O)/C(=C/N(C)C)N=C1C
→ 5% | 0% | -8%[46.1 µM] | 1% | -8% | 4%[38.3 µM] | -1.3%
(25) Fc1ccc(Oc2ncccn2)c(F)c1
→ 5% | 1% | 21% | 9% | 3% | -1% | -1.8%
(26) Cc1csc(N/N=C\c2cccnc2)n1
→ x | -1% | -2% | -2% | -4% | -4% | 5.7%
(27) O=C(c1ccco1)N(Cc1ccc2c(c1)OCO2)Cc1cc2cc3c(cc2[nH]c1=O)OCO3
→ x | x | -18% | -2%[9.22 µM] | 9% | x | 13%
(28) CC(C)C[C@@H](NC(=O)[C@@H](O)[C@H](N)Cc1ccccc1)C(=O)O
→ x | 1%[39.9 µM] | x | x | 16% | 1% | -1.6%
(29) NS(=O)(=O)c1ccc(NC(=O)Nc2ccccc2)cc1
→ 12% | x | -49% | -37%[9.22 µM] | 10% | x | 3.2%

By substructure, those above containing two or more sulfur atoms
Results follow in this order: L3MBTL1 inh | Luc counter | NPSR antagonist | HttQ103 aggreg | CBFb RUNX1 block | IMPase Li inh | Epigenetic reg
(3) O=C(Nc1nc2cc3c(cc2s1)OCCO3)c1cccs1
→ 15% | x | -21% | 27%[9.22 µM] | 15% | x | 2.0%
(16) COCCNS(=O)(=O)c1ccc2c(c1)oc(=O)c1cc(S(=O)(=O)NCCOC)ccc12
→ 3% | 2% | -8%[46.1 µM] | u | 15% | 13%[38.3 µM] | 0.0%

One compound at a time (already shown):
CCOC(=O)c1cnn(-c2nc(-c3ccccc3)nc3c2COC(C)(C)C3)c1N reads L3MBTL1 inh = -1%; Luc counter = -2%; NPSR antagonist = -15%[46.1 µM]; HttQ103 aggreg = 1%[9.22 µM]; CBFb RUNX1 block = -1%; IMPase Li inh = 5%[38.3 µM]; Epigenetic reg = 6.3%
Fc1ccc(Oc2ncccn2)c(F)c1 reads L3MBTL1 inh = 5%; Luc counter = 1%; NPSR antagonist = 21%; HttQ103 aggreg = 9%; CBFb RUNX1 block = 3%; IMPase Li inh = -1%; Epigenetic reg = -1.8%

Screening results from PubChem.
